# Compound activity deposited in PubChem by NCI.
# Growth percent in the NCI-60 one-dose screen (48 h, 10 µM unless noted): 100 = growth as untreated, 0 = no growth, -100 = all killed.
# HOP-62 – HOP-62 NSCLC; actives 3.9% (n = 80,000)
# SK-MEL-5 – SK-MEL-5 melanoma; actives 6.4% (n = 80,000); AID 1794755
# SK-MEL-28 – SK-MEL-28 melanoma; actives 4.1% (n = 81,000); AID 1794761
# CCRF-CEM – CCRF-CEM leukemia | actives 7% (n = 77,000) | AID 1794778
# M14 – M14 melanoma | actives 6.2% (n = 80,000) | AID 1794745
# A549/ATCC – A549/ATCC NSCLC | actives 3.7% (n = 81,000)
# HOP-92 – HOP-92 NSCLC cells. AID 1794738. actives 6.3% (n = 71,000)
# EKVX – EKVX NSCLC. actives 3% (n = 71,000). AID 1794765
# Starred values were filed as active, the others as inactive; . = not tested or not shown; & = joins results of further samples; [ ] = another dose, or the depositor's remark. The calls were made as follows: active = growth percent below 10; inactive = the rest.
1	OC(CSc1ccccc1)CN1CCN(c2cccc(Cl)c2)CC1 (stereo unspecified)
2	CC1=NN(c2cccc(Cl)c2)C(=O)/C1=C\c1cn(Cc2cccc3ccccc23)c2ccccc12
3	CC1=NNC(C)(C)C1
4	CCCOP(=O)(OCCC)OCC1OC(n2ccc(N)nc2=O)C(O)C1O (stereo unspecified)
5	Cc1cccc(CSc2nc(N)nc3nc[nH]c23)n1
6	Cc1ccc(N=Nc2c(N)n[nH]c2N)cc1
7	O=C(O)c1cc(N=Nc2ccc([N+](=O)[O-])cc2)ccc1O
8	Cc1cc(O)c(/C=N/C(=S)Nc2ccc(S(N)(=O)=O)cc2)c(=O)o1
compound no.,1,2,3,4,5,6,7,8
HOP-62,102&107,26,107,99,100,106,84,96
SK-MEL-5,97&97,102,105,100,102,100,100,106
SK-MEL-28,99&103,115,112,105,104,112,114,98
CCRF-CEM,98&92,71,87,107,100,56,89,114
M14,94&100,89,102,106,101,107,103,97
A549/ATCC,98&101,97,104,101,99,98,68,111
HOP-92,83&82,.,76,109,94,.,56,94
EKVX,99&102,89,105,.,101,102,69,90

9	COc1ccc(Nc2n[nH]c(Cc3ccccc3)n2)cc1
10	O=C(CSCc1ccccc1)c1ccccc1
11	Cc1nnc2c(N3NC(=O)CC3=O)nc3ccccc3n12
12	Oc1ccc2ccccc2c1/C=N\Nc1ccccn1
13	COc1cccc2c(=O)c3c(sc12)c(NCc1ccccc1)nc1ccccc13
14	COc1ccc2c(c1)OC1=C(C(=O)OC1)C2c1cc(OC)c2c(c1)OCCO2 (stereo unspecified)
15	O=c1[nH]cnc2cccc(Cl)c12
16	OCC[C@H]1C[C@H]1/C=C/c1ccccc1
compound no.,9,10,11,12,13,14,15,16
HOP-62,95,101,93,-8.5*,90,24,84,91
SK-MEL-5,109,95,97,13,96,-18*,97,96
SK-MEL-28,102,107,103,39,104,45,107,99
CCRF-CEM,101,90,95,8.9*,102,15,88,.
M14,101,101,99,-23*,96,4.7*,105,101
A549/ATCC,99,101,101,8.7*,93,18,82,94
HOP-92,112,85,.,-15*,77,.,93,90
EKVX,97,104,.,-6.8*,88,55,87,103

17	COc1ccc(/C=C/c2nc(Nc3ccc(S(=O)(=O)Nc4cc(C)on4)cc3)c3ccccc3n2)cc1
18	O=C(Nc1ccc(F)cc1)c1cc2cc(Nc3nc(-c4ccccc4)nc4ccccc34)ccc2oc1=O
19	C=C(C)[C@@H]1CC[C@]2(CN)CC[C@]3(C)[C@H](CC[C@@H]4[C@@](C)(CCCN)[C@H](C(=C)C)CC[C@]43C)[C@@H]12
20	O=C(O)C(Cc1ccccc1)N1C(=O)/C(=C/C(Cl)=C/c2ccc([N+](=O)[O-])cc2)SC1=S (stereo unspecified)
21	CCc1ccc(N2C(=O)CCSC2=S)cc1
22	[2H]c1c([2H])c(-n2cc3cccc(C(N)=O)c3n2)c([2H])c([2H])c1C1CCCNC1 (stereo unspecified)
23	COc1cc2nc(Sc3cnc(N)s3)n(Cc3ccccc3)c(=O)c2cc1OC
24	CC(C)c1cccc(C(C)C)c1OCCN(C(C)C)C(C)C
compound no.,17,18,19,20,21,22,23,24
HOP-62,58,84,91,48,108,84,94,99
SK-MEL-5,43,105,88,2.0*,101,87,87,100
SK-MEL-28,92,111,100,3.1*,104,99,107,102
CCRF-CEM,49,106,67,4.1*,106,83,77,93
M14,40,102,75,-14*,110,74,110,104
A549/ATCC,39,92,83,81,105,67,105,95
HOP-92,46,103,67,20,104,77,.,88
EKVX,72,108,102,.,103,90,84,102

25	O=C(CNc1ccc(O)cc1)Cn1cc(COc2ccc(C=Nc3cnc4ccccc4c3)cc2)nn1
26	c1ccc(C2=NC(c3ccccc3)C(c3ccccc3)N2)cc1 (stereo unspecified)
27	O=C(NC1CCCCC1)C(c1ccccc1O)N(C(=O)C1CCc2cc(F)ccc2O1)c1ccc(F)cc1F (stereo unspecified)
28	CN(C)c1ccc(/C=C/c2n(Cc3ccc4ccccc4c3)c3ccccc3[n+]2Cc2ccc3ccccc3c2)cc1
29	CC(=O)c1cccc(Nc2ccnc(SCC(=O)c3ccc(-c4ccccc4)cc3)n2)c1
30	Cc1nc2ccccc2c(/C=C/c2ccc(Br)cc2)c1C(N)=O
31	O=C(NCCc1nccs1)c1cnc2c(S)cccc2c1
32	Clc1cnc(Nc2ccc(OCCN3CCCC3)cc2)nc1NCc1ccco1
compound no.,25,26,27,28,29,30,31,32
HOP-62,110,102,94,-63*,81,98,29,12
SK-MEL-5,100,103,99,-92*,94,83,-22*,46
SK-MEL-28,111,116,103,-76*,94,107,31,52
CCRF-CEM,92,92,83,-48*,71,95,15,7.0*
M14,115,86,95,-69*,93,99,11,35
A549/ATCC,103,101,92,-53*,86,95,13,11
HOP-92,104,57,83,-67*,83,87,54,5.4*
EKVX,106,102,97,-96*,85,83,16,25

33	COc1ccc2nc(NS(=O)(=O)c3ccc(N=Cc4ccccc4O)cc3)sc2c1
34	c1ccc(Nc2ccc(Nc3nc(-c4ccccc4)nc4ccccc34)cc2)cc1
35	COc1ccc(-c2nnc(Nc3ccc(C(F)(F)F)cc3)o2)cc1
36	O=C(NCc1ccccc1F)c1cccc(NS(=O)(=O)c2ccc3c(c2)OCCO3)c1
37	CC1(C)Oc2cc3oc(=O)ccc3cc2C[C@@H]1OCCn1ccnc1
38	O=C(Nc1ccc(-n2cc(-c3ccncc3)c(-c3ccc(O)c(Cl)c3)n2)cc1)Nc1cccc(Cl)c1Cl
39	Cc1nn(-c2ccccc2)c2nc3c(c(-c4ccc(Cl)cc4)c12)CNC1(CCSCC1)N3
40	O=C1NC(=O)C(C2=NNC(c3cc4ccccc4[nH]3)C2)C(=O)N1 (stereo unspecified)
compound no.,33,34,35,36,37,38,39,40
HOP-62,79,80,95,90,99,88,94,92
SK-MEL-5,101,90,101,103,100,31,99,75
SK-MEL-28,113,94,101,103,.,60,104,122
CCRF-CEM,97,53,106,80,103,38,118,41
M14,97,76,101,103,97,47,94,125
A549/ATCC,103,63,85,100,109,39,87,87
HOP-92,113,134,100,80,103,16,74,53
EKVX,99,87,105,98,90,45,94,55

# Part of the list above, with values under each structure:
# Values in the order: HOP-62, SK-MEL-5, SK-MEL-28, CCRF-CEM, M14, A549/ATCC, HOP-92, EKVX
31	O=C(NCCc1nccs1)c1cnc2c(S)cccc2c1
    29, -22*, 31, 15, 11, 13, 54, 16
32	Clc1cnc(Nc2ccc(OCCN3CCCC3)cc2)nc1NCc1ccco1
    12, 46, 52, 7.0*, 35, 11, 5.4*, 25
33	COc1ccc2nc(NS(=O)(=O)c3ccc(N=Cc4ccccc4O)cc3)sc2c1
    79, 101, 113, 97, 97, 103, 113, 99
34	c1ccc(Nc2ccc(Nc3nc(-c4ccccc4)nc4ccccc34)cc2)cc1
    80, 90, 94, 53, 76, 63, 134, 87
35	COc1ccc(-c2nnc(Nc3ccc(C(F)(F)F)cc3)o2)cc1
    95, 101, 101, 106, 101, 85, 100, 105
36	O=C(NCc1ccccc1F)c1cccc(NS(=O)(=O)c2ccc3c(c2)OCCO3)c1
    90, 103, 103, 80, 103, 100, 80, 98
37	CC1(C)Oc2cc3oc(=O)ccc3cc2C[C@@H]1OCCn1ccnc1
    99, 100, ., 103, 97, 109, 103, 90
38	O=C(Nc1ccc(-n2cc(-c3ccncc3)c(-c3ccc(O)c(Cl)c3)n2)cc1)Nc1cccc(Cl)c1Cl
    88, 31, 60, 38, 47, 39, 16, 45
39	Cc1nn(-c2ccccc2)c2nc3c(c(-c4ccc(Cl)cc4)c12)CNC1(CCSCC1)N3
    94, 99, 104, 118, 94, 87, 74, 94
40	O=C1NC(=O)C(C2=NNC(c3cc4ccccc4[nH]3)C2)C(=O)N1 (stereo unspecified)
    92, 75, 122, 41, 125, 87, 53, 55

# Carrying on:
41	COc1cc(-c2nnc(-c3nc4ccccc4nc3Cl)o2)cc(OC)c1OC
42	S=C(NCc1ccccc1)C(=S)NCc1ccccc1
43	CCOC(=O)C1=C(C)N=C2SC=C(c3ccc(F)cc3)N2[C@H]1c1cn[nH]c1-c1ccc(Cl)cc1
44	Fc1cc(F)c(-c2cnc3nonc3n2)cc1F
45	O=C1CSC(=S)N1/N=C/c1ccc(OCc2ccccc2)cc1
46	CCOC(=O)CC(c1ccccc1)N1CCCCC1 (stereo unspecified)
47	C=CCNC(=S)NNc1cc(=O)[nH]c2ccc(Cl)cc12
48	O=C(Cc1ccccc1)NNc1nc(-c2ccccc2)nc2ccccc12
compound no.,41,42,43,44,45,46,47,48
HOP-62,101,112,77,99,88,101,90,99
SK-MEL-5,99,100,80,103,88,108,102,89
SK-MEL-28,109,113,89,121,108,114,108,99
CCRF-CEM,94,79,51,93,101,106,95,95
M14,88,105,80,91,123,101,100,94
A549/ATCC,97,102,79,100,100,98,95,99
HOP-92,.,.,64,.,108,113,101,108
EKVX,101,86,94,107,111,103,99,77

49	CCc1c2c(nc3ccc(OC(=O)OCc4ccc(B5OC(C)(C)C(C)(C)O5)cc4)cc13)-c1cc3c(c(=O)n1C2)COC(=O)[C@]3(O)CC
50	c1n[nH]cc1-c1nc2ccc3cn[nH]c3c2c2c1CCCC2
51	Nc1nc(Nc2ccc(Cl)c(Cl)c2)cc(=O)[nH]1
52	COc1cc2ncnc(N3CCC(Cc4ccccc4)CC3)c2cc1OC
53	CC1CN=C(C(c2ccccc2)c2ccc(Br)cc2)N1CCO (stereo unspecified)
54	CN1CCN(c2ccc3nc(-c4[nH]ncc4Nc4ncnc5c4OCCCN5)[nH]c3c2)CC1
55	C#CCOc1ccc2ncnc(N3CCN(C(=O)CCl)CC3)c2c1
56	N#C/C(=C\c1ccc(N2CCOCC2)cc1)C(=O)Nc1sc2c(c1C#N)CCC2
compound no.,49,50,51,52,53,54,55,56
HOP-62,-11*,80,96,95,105,-48*,85[8.25 µM],71
SK-MEL-5,-84*,82,101,105,102,-93*,58[8.25 µM],102
SK-MEL-28,-0.3*,98,109,118,102,-73*,98[8.25 µM],95
CCRF-CEM,18,104,107,104,99,-26*,11[8.25 µM],114
M14,4.1*,93,107,107,90,-75*,62[8.25 µM],97
A549/ATCC,3.4*,95,107,103,91,-63*,100[8.25 µM],99
HOP-92,9.4*,85,103,.,64,-29*,89[8.25 µM],71
EKVX,37,69,53,104,114,-60*,97[8.25 µM],98

57	Cc1cc(=O)c2cc(Cl)cc(Br)c2[nH]1
58	NC(=O)c1ccc(NC(=O)c2cc(Br)c(Br)[nH]2)c(OC2CCNCC2)c1
59	NC(=O)N/N=C/c1ccc(O)cc1
60	CCCCCCCCCCSc1ncnc2nc[nH]c12
61	CC(C)=CCC[C@](C)(O)[C@H]1CC[C@]2(C)[C@@H]1CC[C@@H]1[C@@]3(C)C/C(=C/c4ccc(C(F)(F)F)cc4)C(=O)C(C)(C)[C@@H]3CC[C@]12C
62	CN(C)Cc1ccccn1
63	CC(N1CN2C[C@H](C)N3CN(C(C)C45CC6CC(CC(C6)C4)C5)CN4C[C@@H](C)N(C1)C2C43)C12CC3CC(CC(C3)C1)C2 (stereo partly specified)
64	Cc1cn(-c2cc(C(=O)Nc3cccc(-n4ccc5c(NC(=O)c6ccccc6)nccc54)c3)cc(C(F)(F)F)c2)cn1
compound no.,57,58,59,60,61,62,63,64
HOP-62,87,88,97,86,101,104,104,31
SK-MEL-5,103,99,109,56,105,101,102,-55*
SK-MEL-28,102,118,108,116,108,102,104,33
CCRF-CEM,97,94,93,58,85,.,109,-22*
M14,97,98,100,94,92,98,104,12
A549/ATCC,99,103,101,58,86,93,106,-19*
HOP-92,61,100,109,.,93,114,108,-6.3*
EKVX,.,93,.,51,101,100,102,46

65	COc1ccc(CNNC(=O)c2cccnc2)c(OC)c1OC
66	O=C(O)CSc1c(Cl)c(=O)oc2ccc(Cl)cc12
67	Cc1ccc(C(O)C2CC2)cc1 (stereo unspecified)
68	N#CC1(C#N)OC12CCS(=O)(=O)c1ccccc12 (stereo unspecified)
69	Nc1nc(SCC(=O)c2ccc(Cl)cc2)c2ncn(C3OC(CO)C(O)C3O)c2n1 (stereo unspecified)
70	NC(=S)NNC(N)=S
71	COc1ccc(C(C)OC)cc1OC (stereo unspecified)
72	COc1cc(OC)nc(NS(=O)(=O)c2ccc(NC(=O)c3ccc4ccccc4n3)cc2)n1
compound no.,65,66,67,68,69,70,71,72
HOP-62,114,102,106,96,102,106,123,108
SK-MEL-5,98,106,103,108,.,103,93,83
SK-MEL-28,109,107,106,112,112,114,122,111
CCRF-CEM,106,93,92,95,97,97,95,121
M14,102,98,109,104,110,94,111,105
A549/ATCC,105,98,96,99,106,101,103,.
HOP-92,124,100,.,.,88,99,101,90
EKVX,101,86,.,108,100,.,102,107

73	Cc1ccc(C(=O)/C=C/c2cc3ccccc3n3nnnc23)cc1
74	CNC(=O)c1cc(Cn2nc(C)c(NC(=O)Nc3ccc(Cl)c(C(F)(F)F)c3)c2C)ccn1
75	Cc1cc(=O)n2n1-c1ccc3ccccc3c1NC2c1ccc2c(c1)OCO2 (stereo unspecified)
76	COC(=O)[C@@]1(C)CC[C@]2(C)CC[C@]3(C)C4=CC=C5C(=CC(=O)C(O)=C5C)[C@]4(C)[C@@H](O)C[C@@]3(C)[C@@H]2C1
77	CN(C)c1ccc(/C=N/N2C(=O)CSC2=S)c(Cl)c1
78	Clc1ccc(N2N=C(c3cccc(Nc4ccncc4)c3)CC2c2ccc(Br)cc2)cc1 (stereo unspecified)
compound no.,73,74,75,76,77,78
HOP-62,101,93,82,90,86,-39*
SK-MEL-5,100,92,90,61,93,69
SK-MEL-28,107,107,103,-18*,96,-86*
CCRF-CEM,102,92,94,-2.4*,100,3.3*
M14,110,98,96,7.2*,120,107
A549/ATCC,103,70,102,88,100,17
HOP-92,91,106,.,-3.8*,113,60
EKVX,100,102,.,51,87,78

# No enrichment for hits; 12% or so of the library scored in one or more.
